# Source: PubChem (National Center for Advancing Translational Sciences (NCATS))
# VP16 counter: Gal4-VP16 reporter inhibition counter-screen | Drosophila S2 Gal4-VP16 UAS-luciferase, luminescence, 20 h | Potency, µM (top dose mostly 53.6 µM), inactives show at the top dose activity, negative = inhibition, actives largely listed as inhibitors | hit rate 3.5% among 310,000 | AID 2546;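 also: Gal4-VP16 expression switched on by copper sulfate through the metallothionein promoter; % is scaled to controls: 0 for no effect and ±100 for the full control effect; nearly all actives have a fitted effect of over 50% in size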
# NPC1 prom act: NPC1 promoter activation; Huh7 NPC1 promoter luciferase reporter, 24 h; AID 485313; Potency, µM (doses to about 9.22 µM), without a hit: at the top dose activation, actives largely listed as activators; hit rate 2.4% among 320,000;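 also: % of control where 0% means no effect; nearly all actives have a fitted effect of over 60% in size; reporter is driven by a mutant NPC1 promoter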
#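 Huh7 reporter cells (NPC1 promoter driving luciferase) are dosed with compound for 24 h at 37 °C, 5% CO2; luciferase detection reagent is then added and luminescence measured after 10 min at ambient temperature.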
# FLuc modulator: counter-screen for miR-21 project: firefly luciferase inhibitors or activators | P08659 | purified FLuc, Km substrates, luminescence inhibition | Potency, µM (top dose mostly 57.5 µM), without a hit: at the highest dose activity change, negative = inhibition, actives largely listed as inhibitors | hit rate 6.9% among 360,000 | AID 588342;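 also: plate controls were vehicle for no effect and reference inhibitor for full effect; nearly all actives have a fitted effect of over 55% in size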
# Target sequence (P08659 whole entry, looked up): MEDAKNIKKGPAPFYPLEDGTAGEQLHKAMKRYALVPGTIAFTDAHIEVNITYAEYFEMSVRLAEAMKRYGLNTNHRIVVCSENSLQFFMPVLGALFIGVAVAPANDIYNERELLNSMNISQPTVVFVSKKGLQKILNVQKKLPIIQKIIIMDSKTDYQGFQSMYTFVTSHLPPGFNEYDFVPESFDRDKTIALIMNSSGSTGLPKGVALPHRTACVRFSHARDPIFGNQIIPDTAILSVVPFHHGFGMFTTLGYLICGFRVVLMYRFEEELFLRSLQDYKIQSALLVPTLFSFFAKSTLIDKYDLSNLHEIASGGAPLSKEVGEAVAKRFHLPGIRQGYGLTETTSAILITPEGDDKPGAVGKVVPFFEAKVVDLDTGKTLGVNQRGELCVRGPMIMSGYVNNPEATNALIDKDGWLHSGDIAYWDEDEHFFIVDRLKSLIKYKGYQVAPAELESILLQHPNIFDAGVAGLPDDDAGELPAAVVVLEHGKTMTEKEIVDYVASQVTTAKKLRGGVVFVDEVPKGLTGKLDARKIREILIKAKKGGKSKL
#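 Purified P. pyralis luciferase (10nM final) with 10uM D-luciferin and 10uM ATP (Km levels) in 50mM Tris acetate pH 7.5, 10mM Mg acetate, 0.01% Tween-20, 0.05% BSA; qHTS 6-point titration, ~60 µM downward; luminescence read.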
# ELG1 genotoxic: induces genotoxicity in HEK293T cells with luciferase-tagged ELG1 | HEK293T ELG1-luciferase reporter, luminescence, 16 h | Potency, µM (doses to about 46 µM), for the others: at the top dose activity change, positive = activation, usual class: activators | hit rate 1.3% among 330,000; also: % of control where 0% means no effect; nearly all actives have a fitted effect of over 60% in size
#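 Genotoxic stress is detected as increased luminescence from luciferase-tagged ELG1 in HEK293T cells, measured with ONE-Glo after a 16 hr treatment at 37 °C.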
# uPA surface inh: cell surface uPA generation inhibition | hit rate 0.31% among 330,000 | cell surface uPA generation assay, qHTS | AID 540303 | Potency, µM (top dose mostly 38.3 µM), inactives show top-dose activity change, negative = inhibition, actives largely listed as inhibitors; active = well fitted inhibition curve with a large enough effect; inconclusive = small, poorly fitted or top-dose-only effect; inactive = no such curve, though single readings can be large or run the other way; tested in mouse RAW 264.7 cells; also: % is scaled to controls: 0 for no effect and ±100 for the full control effect; nearly all actives have a fitted effect of over 55% in size
# Rab9 promoter act: activators of Rab9 promoter. Huh7 Rab9 promoter-luciferase reporter, luminescence, 24 h. Potency, µM (series often up to 9.22 µM), inactives show at the top dose activation, negative = inhibition, hits mostly activators. hit rate 2.8% among 320,000. AID 485297; also: % of control where 0% means no effect; nearly all actives have a fitted effect of over 60% in size
#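 Luciferase signal after 10 min detection reagent at ambient indicates Rab9 promoter upregulation; stably transfected Huh7 cells were treated 24 h with compound in DMSO at 37 °C, 5% CO2.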
# BRCA1 expr up: activators of BRCA1 expression; MCF7-BRCA1-FFLuc reporter, luminescence, 48 h; response scale: scaled: vehicle 0%, 10 µM genistein 100%; Potency, µM (top dose mostly 46.1 µM), inactives show at the highest dose activation, hits mostly activators; hit rate 1.1% among 380,000; AID 624202; also: nearly all actives have a fitted effect of over 80% in size; some results filed as inactive show a strong effect at the top dose
#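 Activators of BRCA1 expression were detected as increased firefly luciferase luminescence in engineered MCF7 cells after 48 h compound incubation. Signals were scaled to genistein 10 microM as full activation.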
# MBNL1 CUG block: MBNL1-poly(CUG) RNA binding inhibition | AID 2675 | Q9NR56 | TR-FRET MBNL1-His/biotin-(CUG)12 binding, 665/545 ratio | hit rate 0.036% among 280,000 | Potency, µM (top dose mostly 57.5 µM), for inactives: at the highest dose activity change, negative = inhibition, usual class: inhibitors; active = well fitted inhibition curve with a large enough effect in the signal ratio, with a control signal flat, not every such curve was filed as active; inconclusive = small, poorly fitted or top-dose-only effect, or effect the other way, or a change in a side signal; inactive = no such curve, though single readings can be large or run the other way; the % refers to the signal ratio; also: % is scaled to controls: 0 for no effect and ±100 for the full control effect
# Target sequence (Q9NR56 whole entry, looked up): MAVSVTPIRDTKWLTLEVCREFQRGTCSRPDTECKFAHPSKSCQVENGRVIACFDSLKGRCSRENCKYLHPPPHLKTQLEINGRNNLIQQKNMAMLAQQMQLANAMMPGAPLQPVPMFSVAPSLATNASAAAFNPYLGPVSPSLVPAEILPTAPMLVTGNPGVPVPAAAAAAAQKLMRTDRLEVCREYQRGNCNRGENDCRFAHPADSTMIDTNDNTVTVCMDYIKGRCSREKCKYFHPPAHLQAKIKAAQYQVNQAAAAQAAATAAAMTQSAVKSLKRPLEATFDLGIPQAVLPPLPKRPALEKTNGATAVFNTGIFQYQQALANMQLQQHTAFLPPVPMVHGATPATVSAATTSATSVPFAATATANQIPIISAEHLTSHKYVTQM
#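 TR-FRET between His-tagged MBNL1 and biotin-(CUG)12 RNA, detected with Tb anti-His antibody (0.055 ng/ul) and streptavidin-XL665 (5 nM), 60 min at room temperature. Compounds titrated 92 nM to 58 uM; 665/545 nm ratio normalized to buffer and complex controls.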
# RORgamma inh: blocks mouse ROR gamma transcriptional activity. P51450. Drosophila S2 Gal4-RORgamma UAS-luciferase reporter, 20 h. Potency, µM (titrated, usually from 53.6 µM), for the others: at the highest dose activity change, negative = inhibition, actives largely listed as inhibitors. hit rate 5.4% among 310,000. AID 2551; also: % is scaled to controls: 0 for no effect and ±100 for the full control effect; nearly all actives have a fitted effect of over 60% in size
#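 Luciferase reporter read in Schneider cells carrying Gal4-RORγ (mouse) and UAS-Photinus luciferase; cells given compound 1 h before 700 uM copper sulfate induction, then incubated 20 h at ambient temperature.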
# p53 reactivator: mutant p53 re-activation in reporter cells. H1299 p53-A138V BP100-luciferase reporter, luminescence, 24 h. hit rate 0.063% among 320,000. Potency, µM (top dose mostly 92.2 µM), for inactives: at the top dose activity change, positive = activation, usual class: activators; also: % of control where 0% means no effect; nearly all actives have a fitted effect of over 45% in size
#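 H1299 (p53-null), stable ts p53-A138V + BP100-Luc; 1000 cells/well, Opti-MEM/10% FBS; cpd 4 pt, 1:5; 24 h, 37 deg C, 5% CO2; detection reagent 10 min RT; luminescence.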
# Active calls of the source: *; ? = inconclusive; · = not tested or not shown; & = joins results of further samples; [ ] = remark or other dose. Unless noted, calls follow the shape of the dose curve; as a rule, active = well fitted curve in the direction sought with a large enough effect; inconclusive = small, poorly fitted or top-dose-only effect, or another doubt; inactive = no such curve, though single readings can be large; an effect the other way counts as inactive or inconclusive. Potency is read from the fitted curve at half-maximal effect.
# Values in the order – ELG1 genotoxic	VP16 counter	BRCA1 expr up	Rab9 promoter act	FLuc modulator	uPA surface inh	p53 reactivator	RORgamma inh	MBNL1 CUG block	NPC1 prom act
O=C(O)C1c2ccccc2C(=O)N(Cc2ccc(F)cc2)C1c1ccncc1 (stereo unspecified)
 : 1%	-2%	3%	0%	-2%	21%	3%	-5%	-8%	-1%
CCC(CC)NC(=O)C1CCN(S(=O)(=O)c2cccs2)CC1
 : 1%	5%	12%	0%	1%	-3%	-8%	26%	-8%	0%
Cc1ccc(C)c(OCc2nnc(SCC(=O)NCc3ccc4c(c3)OCO4)o2)c1
 : -3%	4%	3%	2%	1%	-2%	-4%	20%	3%	-3%
COc1ccc(/C=C/C(=O)OCC(=O)NC2CCCCCCC2)cc1
 : -1%	·	-9%	·	·	-1%	-3%	·	·	·
COc1ccc(-n2c(=O)c3ccccc3n(CC(=O)NC3CCCCC3)c2=O)c(OC)c1
 : 1%	-1%	7%	0%	0%	-1%	-5%	33%	0%	2%
O=C(Nc1ccc(Cl)cc1)Nc1ccccc1C(=O)O
 : ?	11µM*	?	0.45µM*	0.48µM*	-8%	-2%	7.1µM*	-7%	0.35µM*
CCOc1cc(Br)cc(/C=N/NC(=O)c2cccnc2)c1O
 : ?	1µM*	-81%	-29%	-11%	-6%	·	0.79µM*	29%	-31%[inhibitor]
CCOC(=O)c1sc(NC(=O)CCc2ccc(OC)cc2)nc1C
 : 5%	-22%	0%	0%	1%	3%	-6%	0%	3%	1%
Oc1c(Br)cc(Br)cc1C=Nc1ccc2c(c1)OCCO2
 : ?	?	-31%	4%	24µM*	-14%	6%	?	1%	1%
COc1ccc2ccn(S(=O)(=O)c3ccccc3)c2c1
 : 1%	-1%	-32%	-4%	-2%	5%	·	-2%[1.91 µM]	0%	-5%
CCN(CC)CCCNC(=O)c1cc(Sc2nnc(C)s2)nc2ccccc12
 : 11%	?	-25%	1%	-2%	3%	-6%	-34%	?	0%
O=C(Nc1sc2c(c1C(=O)O)CCCC2)c1ccccc1Cl
 : -15%	-3%	6%	2%	?	0%	6%	19%	-22%	-2%
Nn1c(SCc2cccc(Br)c2)nnc1-c1ccncc1
 : -5%	5%	-17%	-5%	1%	2%	-2%	22%	1%	-9%
CC(C)(C)C(=O)NC1CCN(S(=O)(=O)c2ccccc2F)CC1
 : 0%	-9%	-12%	3%	-1%	3%	-3%	-7%	0%	0%
COc1ccc(CC(=O)NNc2ncnc3c2cnn3-c2ccccc2)cc1
 : 4%	-1%	-46%	-3%	1%	-1%	-9%	-25%	2%	-3%
Cc1oc(-c2ccc3ccccc3c2)nc1CN(C)C(C)c1ccncn1 (stereo unspecified)
 : -1%	-3%	89%	-1%	6%	5%	4%	5%	?	-5%
COc1cc(N2CCOCC2)ncn1
 : 0%	-6%	1%	2%	1%	0%	3%	8%	-9%	3%
CCCCN1CNC(=S)N(CCc2ccccc2)C1
 : 1%	4.5µM*	-10%	-2%	-1%	-4%	-4%	2.8µM*	-7%	0%
CCc1ccc(-c2cc(C)no2)cc1S(=O)(=O)NCc1ccco1
 : -3%	?	-19%	0%	1%&-10%	-14%	11%	-2%	-3%	-5%
C[C@@H]1O[C@@H](OC[C@@H]2O[C@H](Oc3c(-c4ccc(O)cc4)oc4cc(O)cc(O)c4c3=O)[C@@H](O)[C@H](O)[C@H]2O)[C@H](O)[C@H](O)[C@H]1O
 : 3%	·	0%	·	·	-1%	4%	·	·	·
O=C(O)c1cc([N+](=O)[O-])cc2c1nnn2O
 : -2%	-13%	0%	-2%	?	1%	-6%	-35%	?	-5%
CCOc1ccc2c(c1)OC(c1ccc(C)cc1)(C(F)(F)F)NC2=O (stereo unspecified)
 : ?	-8%	-77%	18%	0%	-9%	?	10%	-22%	-23%
Cc1nn(Cc2ccc(C(=O)NN)cc2)c(C)c1Cl
 : 2%	-8%	-9%	0%	-9%	1%	0%	?	-6%	0%
O=C(c1cncs1)N1CCCC(CNS(=O)(=O)c2cccs2)C1 (stereo unspecified)
 : 0%	1%	8%	-2%	-2%	4%	-1%	26%	-6%	1%
CCOC(=O)c1nc2ccccc2nc1C
 : 1%	-4%	9%	-1%	1%	14%	8%	32%	?	-1%
Cc1nc(Nc2cccc(O)c2)c2c3c(sc2n1)CCC3
 : -7%	-6%	-24%	?	3%	-2%	-1%	0%	3%	0%
CCOC(=O)N1CCN(C(=O)c2oc3ccc(S(=O)(=O)N4CCOCC4)cc3c2C)CC1
 : -6%	-4%	-26%	1%	1%	5%	3%	-2%	-2%	1%
CCCCSc1nc2sc3c(c2c(=O)[nH]1)CC(C)(CC)OC3 (stereo unspecified)
 : -1%	-4%	-7%	-6%	1%	8%	23%	3%	0%	-7%
COC(=O)c1c(NC(=O)C2C3C=CC(CC3)C2C(=O)O)sc(C)c1C (stereo unspecified)
 : -1%	-6%	-3%	-8%	0%	0%	-3%	4%	-9%	-2%
COc1ccc(-c2cc(=O)n(CCC#N)[nH]2)cc1
 : 2%	-7%	2%	18%	5%	3%	6%	-2%	·	2%

# Next section.
# Values in the order – ELG1 genotoxic	VP16 counter	BRCA1 expr up	Rab9 promoter act	FLuc modulator	uPA surface inh	p53 reactivator	RORgamma inh	MBNL1 CUG block	NPC1 prom act
O=S(=O)(NCCC1=CCCCC1)c1ccc(F)cc1
 : -4%	-4%	-2%	-4%	3%	-3%	16%	41%	1%	-1%
Cc1ccc(OCCNC(=O)CCC(=O)N2CCOCC2)cc1
 : 3%	·	-11%	-4%	-1%	1%	2%	·	·	-1%
O=C(NC1CCCCC1)c1ccc(CNc2c(N3CCOCC3)c(=O)c2=O)cc1
 : -1%	0%	0%	5%	3%	-15%	5%	13%	5%	0%
NC1(C#Cc2ccc3oc(=O)c(-n4cc(-c5ccsc5)nn4)cc3c2)CCCCC1
 : -1%	·	-9%	-6%	8%	-13%	?	·	·	-2%
Clc1ccc(-c2ccccc2)cn1
 : 5%	·	7%	-1%	-14%	-4%	-3%	·	·	-1%
COc1ccc(S(=O)(=O)N2CCN(C(=S)NC3CCCCC3)CC2)cc1
 : -2%	1%	-8%	0%	3%	0%	-4%	9%	-7%	-4%
O=C(O)c1ccc2cccnc2n1
 : -1%	3%	15%	-3%	1%	4%	-1%	-1%	-9%	1%
CCC(Sc1ncccc1C(=O)O)C(=O)N1CCCC1 (stereo unspecified)
 : 0%	-18%	8%	-6%	0%	·	-3%	-35%	-6%	0%
S=c1[nH]ccn1-c1ccc(Cl)cc1
 : 3%	?	-3%	4%	4%	6%	4%	3.5µM*	-2%	-3%
CCOc1ccc2nc(NC(=O)CSc3nnc(-c4ccncc4)n3CC3CCCO3)sc2c1 (stereo unspecified)
 : ?	-20%	?	?	2.4µM*	-2%	24%	26%	5%	?
Cc1csc(NC(=O)c2ccccc2O)n1
 : ?	2%	25%	?	12µM*	-10%	20%	-27%	-10%	?
O=C(Nc1ccc(Cl)cc1)c1csc(-c2ccccc2)n1
 : -2%	-21%	-42%	2%	?	·	1%	2%	-10%	21%
O=C(CSc1nc(Nc2ccccc2)nc(N2CCOCC2)n1)N1CCCC1
 : 1%	1%	-69%	6%	-1%	13%	-2%	-21%	-7%	1%
Cc1[nH]c2ccccc2c1-c1nc2ccccc2[nH]1
 : ?	-1%	90%	13%	27µM*	-6%	22%	-7%	-4%	24%
COc1cc(C(=O)NC2CCN(Cc3nnnn3Cc3ccc(F)cc3)CC2)cc(OC)c1OC
 : 6%	5%	0%	-25%	-2%	2%	0%	12%	-20%	-25%
CCOC(=O)c1csc(NC(=O)CN2CCOCC2)n1
 : 0%	1%	-11%	2%	-1%	-8%	-3%	5%	0%	2%
CCCN(C(=O)CSc1ccccc1C(=O)O)C1CCS(=O)(=O)C1 (stereo unspecified)
 : 1%	·	5%	·	·	-5%	-2%	·	·	·
O=C(COC(=O)c1nc(Cl)ccc1Cl)c1ccc(Cl)s1
 : 1%	-8%	-5%	-6%	?	21%	9%	-15%	18%	5%
O=C(CCC(=O)Nc1ccc(Br)cc1)N/N=C/c1ccc(F)cc1
 : -1%	-8%	-7%	-4%	-2%	-9%	-2%	0%	1%	3%
CC(CC(=O)Nc1nccs1)c1ccccc1 (stereo unspecified)
 : 0%	-11%	22%	-1%	6%	1%	·	-41%	7%	2%
Cc1ccc(S(=O)(=O)NC(C)(C)CN2CCC(Cc3ccccc3)CC2)cc1
 : -7%	0%	-20%	-8%	7%	?	2%	30%	6%	0%
CC(C(=O)NCC1CCCCC1)N(C)Cc1ccc(Cl)cc1 (stereo unspecified)
 : -4%	9%	-11%	4%	-16%	-2%	-1%	3%	-1%	-1%
Cc1ccc(-c2nn(-c3cc(N4CCNCC4)ccc3[N+](=O)[O-])c(=O)c3ccccc23)cc1
 : -4%	-7%	-31%	-11%	2%	-6%	-6%	-12%	14%	-1%
CCC(CO)Oc1cc(NCc2ccc(Cl)cc2Cl)c2ncn(C(C)C)c2c1 (stereo unspecified)
 : -2%	·	-38%	·	·	8.9µM*	-4%	·	·	·
CCc1ccc(S(=O)(=O)N2CCN(Cc3ccco3)CC2)cc1
 : -4%	1%	2%	1%	4%	5%	0%	?	-9%	-5%

# Rows were taken by chance; overall some 13% were active at least once.
